Salmonella PhoP GFP: inhibitors of PhoP regulon expression, primary screen, Salmonella Typhimurium, GFP reporter (AID 1863). actives 0.16% (n = 300,000). S. Typhimurium PhoP-regulated promoter GFP reporter, 4 h; higher % means a stronger effect. one-dose inhibition, % at 50 µM; IC50 in µM for titrated hits;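 active = inhibition over 29.93%, a cutoff 3 SD above the screen mean, later confirmed by dose response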;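 also: 0% = low Mg2+ inducing control and 100% = high Mg2+ repressing control; strong numbers were not always called active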
human PMI inhibitors: human PMI inhibitors, high substrate, primary screen, biochemical, fluorescence intensity, high mannose 6-phosphate (AID 1220) | Mannose-6-phosphate isomerase (Homo sapiens) | recombinant PMI enzyme, coupled fluorescence intensity; higher % means a stronger effect | one-dose inhibition, % at 20 µM; IC50 in µM for titrated hits | actives 0.66% (n = 190,000)
TNAP activation fold: human TNAP enzyme activators, primary screen, biochemical, luminescent, no phosphate acceptor, uHTS (AID 1001). Alkaline phosphatase, tissue-nonspecific isozyme (Homo sapiens). purified TNAP, luminescent activation assay, no phosphate acceptor; higher activation fold means a stronger effect. one-dose activation fold at 20 µM; EC50 in µM for titrated hits. actives 0.03% (n = 200,000); in the data active = activation fold from about 3, or a potency from the dose series; inactive = the rest, 99 in 100 with activation fold below about 1.6; also: many of its hits are not listed in these tables
SIAH1 antagonists: Siah-1 peptide-binding antagonists, primary screen, biochemical, fluorescence polarization, rhodamine-plectin, uHTS (AID 1817). E3 ubiquitin-protein ligase SIAH1 (Homo sapiens). Siah-1 / rhodamine-plectin peptide fluorescence polarization; higher % means a stronger effect. displacement, % at 20 µM, or IC50 in µM where a hit was titrated. actives 0.02% (n = 290,000);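 active = displacement of at least 50% at 20 µM, with a fluorescence ratio check between 0.3 and a set limit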;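 also: plate controls were Siah plus tracer with DMSO for no effect and tracer alone without Siah for full effect; strong numbers were not always called active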
XIAP displacement: XIAP antagonists, biochemical, IAP family, fluorescence polarization (AID 1018). E3 ubiquitin-protein ligase XIAP (Homo sapiens). XIAP BIR domain, fluorescence polarization peptide displacement; higher % means a stronger effect. displacement, % at 20 µM, or IC50 in µM where a hit was titrated. actives 0.007% (n = 200,000); in the data active = displacement above about 50%; also: a part of the inactive calls stands beside numbers as strong as those of hits
WT yeast gro inh: growth inhibition of WT strain, primary screen, mitochondrial fusion inhibitor project, WT and mutant strains, chemical genetic. actives 2.1% (n = 190,000). AID 1362, 2008. inhibition, % at 10 µM. mitochondrial fusion phenotypic screen; in the data active = inhibition above about 58%; tested in S. cerevisiae
human PMI inhibition: inhibitors of human PMI, primary screen, biochemical, fluorescence intensity, coupled assay (AID 1209); actives 0.42% (n = 190,000); purified PMI enzyme, coupled fluorescence intensity; higher % means a stronger effect; inhibition, % at 20 µM; hits with a dose series show IC50 in µM;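 also: plate controls were DMSO vehicle for no effect and wells lacking substrate for full effect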
Myeloid diff MLP: induction of myeloid progenitor differentiation, primary screen, cell-based, flow cytometry, MLPCN library; ER-HoxA9 myeloid progenitors, lysozyme-GFP differentiation; calls only at 10 µM; actives 1% (n = 360,000); AID 624256, 2012;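 active = normalized GFP-positive differentiation at or above the plate's own cutoff, the solvent-only control mean plus 3 SD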;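 also: cells exposed to compound for four days before flow analysis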
RSV antiviral HEp-2: RSV antiviral activity via CPE protection, HEp-2 cells, primary 10 µM value included (AID 2391); HEp-2 cells, RSV-induced CPE inhibition; higher % means a stronger effect; CPE inhibition, % at 10 µM; hits with a dose series show IC50 in µM; actives 0.13% (n = 310,000); in the data active = a potency from the dose series; also: strong numbers were not always called active
WT yeast gro inh mutant strain: recorded beside WT yeast gro inh, whose call it bears; inhibition, %; mitochondrial fusion phenotypic screen, mutant strain inhibition
Myeloid diff MLP GFP+ MAC1+ %: second read-out of Myeloid diff MLP, no call of its own (marks repeat the call); GFP+ MAC1+ double positive, %; measured here: differentiation confirmed by MAC1 staining
* = called active by the depositor; i = inactive; x = no result given. Rule as the data show it, unless noted: active = inhibition above about 50%; inactive = the rest.

structure | Salmonella PhoP GFP | human PMI inhibitors | TNAP activation fold | SIAH1 antagonists | XIAP displacement | WT yeast gro inh | WT yeast gro inh mutant strain | human PMI inhibition | Myeloid diff MLP | Myeloid diff MLP GFP+ MAC1+ % | RSV antiviral HEp-2
COc1ccccc1N1CCN(S(=O)(=O)c2ccccc2F)CC1 | 2% | 12% | 1.1 | -3% | -0.7% | -1 | -3 | 18% | i | 7.5 | -0.9%
O=C(Nc1c(-c2ccccc2)nc2ccccn12)c1ccccc1F | 1% | x | x | 6% | x | x | x | x | i | 0.5 | -0.1%
CC(C)(C(=O)O)c1ccc([C@H](O)CCCN2CCC(C(O)(c3ccccc3)c3ccccc3)CC2)cc1 | -6% | x | x | -2% | x | x | x | x | i | 2.0 | 0.9%
C=CCC1(/C=N/O)CCOC(C)(C)C1 (stereo not given) | -8% | x | x | 7% | x | x | x | x | i | 0.1 | 0.0%
Cn1ncc(N=Cc2ccccc2O)c1C(=O)Nc1ccccc1 | 34% | 17% | 1 | 4% | -5.4% | 4 | -9 | 12% | i | 0.4 | 1.1%
Cc1nn(C)c(C)c1S(=O)(=O)NCCc1ccc(Cl)cc1 | -1% | x | x | 0% | x | x | x | x | i | 3.7 | 2.4%
CCC(C)(C)n1nnnc1CN(Cc1cc2cc(OC)ccc2[nH]c1=O)C1CCCC1 | -11% | 18% | 1.1 | 2% | -6.0% | -12 | -59 | 7% | i | 5.5 | 1.3%
O=C(O)c1ccc2c(c1)C(=O)/C(=C/c1ccccc1)C2=O | -5% | -91% | 1 | 26% | 0.1% | 0 | -3 | -52% | i | 0.8 | -0.1%
Cc1cc(C(=O)COC(=O)CNC(=O)c2ccco2)c(C)n1Cc1ccco1 | 29% | 1% | 1 | -2% | -6.2% | 7 | 6 | 2% | i | 0.5 | 1.1%
COc1ccc(OC)c(S(=O)(=O)N2CCN(c3ccccn3)CC2)c1 | -1% | -12% | 1.1 | -1% | -2.1% | 24 | 5 | 1% | i | 1.3 | 0.8%
O=C(NCc1ccccc1)C1CCN(S(=O)(=O)N2CCCCCC2)CC1 | 7% | -2% | 1.1 | 1% | -0.8% | 10 | -2 | -10% | i | 8.4 | 1.3%
C=C(Cl)COc1ccc2c(C)cc(=O)oc2c1 | -1% | 1% | 1.1 | 25% | -14% | -3 | -2 | 4% | i | 0.5 | 2.0%
O=C(CSc1ccccn1)N/N=C/C=C/c1ccccc1 | 8% | 6% | 1 | 0% | -6.8% | -2 | 6 | 8% | i | 0.0 | 1.3%
CCOc1ccc(NC(=S)N(CCN2CCOCC2)Cc2ccc3c(c2)CCCN3CC)cc1 | 4% | 39% | 1.1 | 0% | -3.5% | 3 | 4 | 19% | i | 0.1 | 3.0%
COc1ccc(S(=O)(=O)N2CCC(C(=O)NCc3ccccn3)CC2)cc1OC | -4% | -7% | 1.2 | 2% | 2.1% | 8 | 17 | 9% | i | 0.6 | 4.7%
CCOC(=O)N1CCN(C(=O)c2cc(C)c3c(C)nn(-c4ccccc4)c3n2)CC1 | 0% | 2% | 1 | -2% | -0.6% | -11 | -19 | -1% | i | 5.4 | 0.2%
CCOc1ccccc1NC(=O)N1CCN(S(C)(=O)=O)CC1 | 0% | -2% | 1.1 | 18% | -5.8% | -8 | -15 | -2% | i | 0.4 | -1.4%
CCN(CC)C(=O)COc1ccc(S(=O)(=O)N2CCOCC2)cc1 | -2% | 0% | 1 | -1% | -3.1% | -1 | 6 | 0% | i | 1.1 | -0.4%
CCOc1cc(CNCc2cccnc2)ccc1OCC(=O)NC(C)(C)C | -1% | -25% | 1 | 2% | -5.3% | -15 | 1 | -22% | i | 0.9 | 2.0%
Cc1csc(NC(=O)CSc2nc(C)cs2)n1 | -1% | 2% | 1.1 | 0% | -4.5% | -10 | -15 | 4% | i | 1.1 | 1.1%
CC(=O)c1ccc(NC2OC(C)C(O)C(O)C2O)cc1 (stereo not given) | 2% | 20% | 1.1 | -3% | -14% | -8 | 0 | 16% | i | 0.9 | -0.1%
CCCS(=O)(=O)N1CCCC(C(=O)Oc2ccc(OC)cc2)C1 (stereo not given) | 9% | x | x | 5% | x | x | x | x | i | 0.5 | -0.2%
CC(=O)c1ccc(NC(=O)Cn2nc(C)c([N+](=O)[O-])c2C)cc1 | -2% | -5% | 1.1 | 4% | -4.7% | -2 | 17 | -5% | i | 0.6 | 5.2%
O=S(c1ccsc1)c1ccsc1 | 24% | -6% | 1 | -4% | -7.4% | -12 | 2 | -4% | i | 0.3 | 1.6%
COC(=O)c1csc2c(C(F)(F)F)cc(N3CCN(C(=O)Nc4ccccc4)CC3)nc12 | 3% | x | x | 6% | x | x | x | x | i | 1.1 | 0.8%
O=S(=O)(NCC(c1ccco1)N1CCN(c2ccccc2F)CC1)c1ccccc1 (stereo not given) | 8% | 1% | 1.1 | -4% | -2.8% | -8 | -35 | 5% | i | 0.7 | 1.6%
O=C(Nc1nc(N2C(=O)c3ccccc3C2=O)n(-c2ccccc2)n1)c1ccc(F)cc1 | -2% | -10% | 1 | -4% | -2.7% | -22 | -1 | -7% | i | 0.1 | 1.7%
O=C(NC(=S)Nc1nc(-c2ccccc2)cs1)c1cncc(Br)c1 | 5% | -2% | 1 | 6% | -2.3% | -3 | -3 | 0% | i | 3.5 | 17%
CC(=O)NC(CC(=O)Nc1ccc(S(=O)(=O)N2CCCCC2)cc1)c1ccccc1 (stereo not given) | -10% | -3% | 1.1 | -8% | -8.4% | -32 | -31 | 5% | i | 0.9 | 1.3%
CC(C)Sc1ccc(C(=O)Nc2ccc(F)cc2F)cn1 | -5% | 12% | 1.1 | -1% | -1.5% | -8 | 10 | 8% | i | 0.5 | 10%
COc1ccc(N2CCN(C(=O)c3ccc(F)cc3)CC2)c([N+](=O)[O-])c1 | -3% | 3% | 1 | -5% | -3.8% | 34 | 15 | -5% | i | 0.5 | 16%
O=C(Cc1noc2ccccc12)Nc1ccc(Cl)cc1 | 6% | -11% | 1.1 | 4% | -6.0% | 10 | -4 | -8% | i | 0.5 | 3.8%
O=C(CS(=O)(=O)c1ccccc1)c1cc2cc(F)ccc2oc1=O | -2% | x | x | 2% | x | x | x | x | i | 0.3 | 2.2%
Cc1nc2sccn2c(=O)c1Br | 7% | 8% | 1 | 0% | -6.7% | 18 | 30 | 7% | i | 1.3 | 1.5%
CC(Oc1ccc(Cl)cc1Cl)C(=O)Nc1ccncc1 (stereo not given) | 9% | -3% | 1.1 | 0% | 0.6% | 29 | 29 | 2% | i | 1.6 | 2.9%
CCc1nc(SCc2cccnc2)c2c(=O)n(C)c(=O)n(C)c2n1 | 10% | 12% | 1 | 12% | -3.9% | -11 | 9 | 7% | i | 2.5 | 0.1%
CC(C)[C@H](NC(=O)NCCC1=CCCCC1)C(=O)O | -9% | x | x | 2% | x | x | x | x | i | 2.4 | -2.1%
Cc1c(C(=O)O)c(C(=O)O)nc2ccc(N3CCOCC3)cc12 | -10% | x | 1 | -12% | -2.9% | -3 | -9 | 56%* | x | x | 1.9%
O=C(NCc1ccccc1F)c1ccc2c(c1)OCCO2 | -3% | x | x | 1% | x | x | x | x | i | 0.7 | 1.4%
O=C(COc1ccc(S(=O)(=O)N2CCOCC2)cc1Cl)N1CCOCC1 | 6% | x | x | 8% | x | x | x | x | i | 0.3 | 0.8%
O=S(=O)(/N=C(/Nc1ccc(F)cc1F)c1ccc(Cl)cc1)c1ccccc1 | -5% | -8% | 1.1 | 3% | -1.7% | 10 | 18 | -2% | i | 1.1 | 0.0%
O=[N+]([O-])c1cc2c(c(CSc3nnc4ccccn34)c1)OCOC2 | 17% | -7% | 1 | 0% | -6.0% | -8 | -35 | -4% | i | 0.8 | 1.1%
N#Cc1c(C(F)(F)F)cc(-c2cccs2)nc1SCC(=O)O | -9% | x | x | -3% | x | x | x | x | i | 1.7 | -0.8%
COc1cccc(-n2nnc3c(=O)n(Cc4ccccc4Cl)cnc32)c1 | 2% | -2% | 1.1 | -3% | -2.8% | -6 | -6 | -8% | x | x | 1.6%
c1ccc(C2CC(c3ccccc3)n3ncnc3N2)cc1 (stereo not given) | -14% | 0% | 1.2 | 2% | -1.8% | 11 | 2 | 1% | i | 1.1 | 0.6%
O=C(Nc1ccccc1C(=O)Nc1nnc(C(F)(F)F)s1)c1ccccc1 | -7% | x | x | 6% | x | x | x | x | i | 0.2 | -1.4%
Cc1ccc(C(=O)Nc2nnc(S(=O)(=O)N3CCN(c4ccc(F)cc4)CC3)s2)cc1 | 1% | x | x | -6% | x | x | x | x | i | 1.1 | 1.8%
Cc1nn(C)cc1-c1csc(N)n1 | 5% | 28% | 1.1 | -2% | -3.6% | 1 | -3 | 9% | i | 0.5 | -0.7%
O=C(NC1CCCN(Cc2ccccc2F)C1)c1cccc(N2CCCC2=O)c1 (stereo not given) | -4% | x | x | 0% | x | x | x | x | i | 0.7 | -0.8%
CCCCn1c(SCc2nc3ccccc3s2)nc2cc(S(N)(=O)=O)ccc21 | 21% | -6% | 1 | 2% | -7.9% | 1 | -7 | 5% | i | 3.8 | 5.1%

Complete entries from above. Values in the order: Salmonella PhoP GFP | human PMI inhibitors | TNAP activation fold | SIAH1 antagonists | XIAP displacement | WT yeast gro inh | WT yeast gro inh mutant strain | human PMI inhibition | Myeloid diff MLP | Myeloid diff MLP GFP+ MAC1+ % | RSV antiviral HEp-2
CC(C)Sc1ccc(C(=O)Nc2ccc(F)cc2F)cn1 is listed as -5% | 12% | 1.1 | -1% | -1.5% | -8 | 10 | 8% | i | 0.5 | 10%
O=C(Nc1ccccc1C(=O)Nc1nnc(C(F)(F)F)s1)c1ccccc1 is listed as -7% | x | x | 6% | x | x | x | x | i | 0.2 | -1.4%
CC(C)[C@H](NC(=O)NCCC1=CCCCC1)C(=O)O is listed as -9% | x | x | 2% | x | x | x | x | i | 2.4 | -2.1%
N#Cc1c(C(F)(F)F)cc(-c2cccs2)nc1SCC(=O)O is listed as -9% | x | x | -3% | x | x | x | x | i | 1.7 | -0.8%

Later entries:
structure | Salmonella PhoP GFP | human PMI inhibitors | TNAP activation fold | SIAH1 antagonists | XIAP displacement | WT yeast gro inh | WT yeast gro inh mutant strain | human PMI inhibition | Myeloid diff MLP | Myeloid diff MLP GFP+ MAC1+ % | RSV antiviral HEp-2
CCOC(=O)c1ccc(NC(=O)NC2CC3CCC(C2)N3)cc1 (stereo not given) | 7% | x | 1.1 | 4% | -4.9% | -4 | 2 | x | i | 0.5 | -0.7%
CCCn1c(N2CCN(CC(=O)NCc3cccs3)CC2)nc2ccccc21 | 19% | 10% | 1 | 10% | -1.7% | 18 | 4 | 16% | i | 1.1 | 1.6%
O=C(O)CC/C(=N\NC(=O)c1ccncc1)c1ccccc1 | -9% | x | x | -1% | x | x | x | x | i | 0.4 | 1.6%
Cc1[nH]c2ccccc2c1C(=O)C(=O)NCCOc1ccccc1 | 8% | -5% | 1 | 13% | -4.6% | 0 | -1 | 0% | i | 1.2 | -0.4%
N/C(=N\OC(=O)c1ccccc1)c1ccncc1 | 4% | -18% | 1.1 | 9% | -4.0% | -14 | 15 | -23% | i | 0.1 | 1.8%
Cc1ccc(S(=O)(=O)NCc2ccccc2)s1 | -2% | x | x | 2% | x | x | x | x | i | 0.5 | -0.1%

High-throughput results: PubChem BioAssay, several laboratories
